All columns: NCI-60 one-dose screen, growth in % after 48 h at 10 µM unless noted; 100 = growth as untreated, 0 = no growth, -100 = all killed.
UACC-257: UACC-257 melanoma; 78,000 tested, 4.4% active; AID 1794764
SK-MEL-28: SK-MEL-28 melanoma. 81,000 tested, 4.1% active
UACC-62: UACC-62 melanoma; AID 1794756; 81,000 tested, 5.4% active
SK-MEL-5: SK-MEL-5 melanoma. 80,000 tested, 6.4% active. AID 1794755
MALME-3M: MALME-3M melanoma; 78,000 tested, 5.8% active; AID 1794766
SK-MEL-2: SK-MEL-2 melanoma; 77,000 tested, 4.7% active
M14: M14 melanoma; 80,000 tested, 6.2% active; AID 1794745
MDA-MB-435: MDA-MB-435 melanoma. 82,000 tested, 7.8% active
An asterisk follows results filed as active; . = no result given; & = joins results of further samples. How the source made its calls: active means growth percent below 10; inactive means the rest. This is a random part of the collection. Share with any hit: about 11%.

SMILES	UACC-257	SK-MEL-28	UACC-62	SK-MEL-5	MALME-3M	SK-MEL-2	M14	MDA-MB-435
O=c1occc2c1cnc1ccccc12	110	111	107	120	114	117	108	106
Nc1nc(N)nc(NCc2ccccc2)n1	110	106	101	103	108	112	107	112
COc1cccc(-n2cc(C#N)c(N)c2C(=O)c2ccc(C)cc2)c1	91	107	83	98	110	105	92	92
COc1ccccc1-c1cc(=O)c2c(OC)c3ccoc3c(/C=C/C=O)c2o1	113	117	94	101	91	98	112	101
COc1ccc(Cl)cc1Cn1ccnc1	96	106	104	102	98	118	108	101
O=C(/C=C/c1cccc([N+](=O)[O-])c1)c1ccc(Nc2nc(N3CCCCC3)nc(N3CCCCC3)n2)cc1	97	.	91	98	118	105	98	-12*
CC(=O)c1ccc2c(c1)Sc1ccccc1N2CCCN1CCN(CCO)CC1	109	106	104	92	122	.	112	100
COc1cc(NC(=O)CSc2nnc(-c3ccc(-c4nc5ccc(Cl)cc5[nH]4)cc3)o2)cc(OC)c1OC	67	49	28	5.2*	18	40	34	-20*
O=C(O)c1cccnc1Cl	104	110	101	107	92	106	104	113
CC1CCCCC1(C)O (centres undefined)	98	96	99	100	120	103	109	113
O=[N+]([O-])c1ccc2c(c1)Cc1ccccc1-2	97	110	92	98	96	.	106	99
COc1ccc(-c2cc(SCCCC(=O)O)cc(-c3ccc(Cl)cc3)c2)cc1	106	103	99	95	127	103	105	107
COc1cc(/C=C/C(=O)c2c(C)nc3ccccc3c2C)ccc1OCCCOc1cc2c(cc1OC)C(=O)N1CCC[C@H]1C=N2	-1.9*	-63*	-81*	-99*	-37*	-61*	-45*	-61*
N#CCCC(CCC#N)(CCC#N)C(=O)c1ccccc1	106&86	115&108	94	102&100	105&110	94&96	105	110&99
C#CCOc1ccccc1C(=O)c1cc(-c2ccccc2)c(=O)n(CC#C)c1	84	101	72	82	112	113	112	89
CC1OC(C)(Cc2ccccc2)OC1C (centres undefined)	118	113	103	111	106	.	111	110
NS(=O)(=O)c1ccc(N=Nc2c(O)[nH]c3c(F)cccc23)cc1	103	115	102	107	108	103	97	102
C#C[C@]1(O)CC[C@H]2[C@@H]3CC=C4c5sc(Nc6ccc(Cl)cn6)nc5CC[C@]4(C)[C@H]3CC[C@@]21C	-45*	-27*	28	84	58	-13*	51	41
CC1(C)O[C@@H](COS(N)(=O)=O)[C@H](c2ccccc2Cl)O1	93	102	94	99	94	102	94	96
COc1ccc(-c2csc(NS(=O)(=O)C3C(=O)ON=[N+]3c3ccc(C)cc3)n2)cc1 (centres undefined)	103	119	99	93	92	109	92	104

Random excerpt: three compounds from above, in no set order.
SMILES	UACC-257	SK-MEL-28	UACC-62	SK-MEL-5	MALME-3M	SK-MEL-2	M14	MDA-MB-435
O=c1occc2c1cnc1ccccc12	110	111	107	120	114	117	108	106
CC1OC(C)(Cc2ccccc2)OC1C (centres undefined)	118	113	103	111	106	.	111	110
CC(=O)c1ccc2c(c1)Sc1ccccc1N2CCCN1CCN(CCO)CC1	109	106	104	92	122	.	112	100

6 entries from above, with bars between the fields:
Compound | UACC-257 | SK-MEL-28 | UACC-62 | SK-MEL-5 | MALME-3M | SK-MEL-2 | M14 | MDA-MB-435
COc1ccccc1-c1cc(=O)c2c(OC)c3ccoc3c(/C=C/C=O)c2o1 | 113 | 117 | 94 | 101 | 91 | 98 | 112 | 101
COc1ccc(Cl)cc1Cn1ccnc1 | 96 | 106 | 104 | 102 | 98 | 118 | 108 | 101
O=C(/C=C/c1cccc([N+](=O)[O-])c1)c1ccc(Nc2nc(N3CCCCC3)nc(N3CCCCC3)n2)cc1 | 97 | . | 91 | 98 | 118 | 105 | 98 | -12*
CC(=O)c1ccc2c(c1)Sc1ccccc1N2CCCN1CCN(CCO)CC1 | 109 | 106 | 104 | 92 | 122 | . | 112 | 100
COc1cc(NC(=O)CSc2nnc(-c3ccc(-c4nc5ccc(Cl)cc5[nH]4)cc3)o2)cc(OC)c1OC | 67 | 49 | 28 | 5.2* | 18 | 40 | 34 | -20*
O=C(O)c1cccnc1Cl | 104 | 110 | 101 | 107 | 92 | 106 | 104 | 113

(further entries)
SMILES	UACC-257	SK-MEL-28	UACC-62	SK-MEL-5	MALME-3M	SK-MEL-2	M14	MDA-MB-435
CC(C)(C)CC(C)(C)Nc1c(-c2ccc(-c3ccccc3)cc2)nc2sccn12	103	102	88	97	96	105	89	107
COc1cc2c(c3c1OCCO3)C(=O)N[C@@H]1[C@@H](O)[C@@H](O)[C@H](O)C[C@@H]21	97	106	99	101	103	110	104	110
CCCCN(CC(O)c1cc2c(c3ccccc13)CCCC2)c1ccc(OC)cc1 (centres undefined)	95	100	72	85	87	100	86	93
CC(=O)OC1=C2C(C[C@H]3[C@@H]4CC[C@@H]5C[C@H](O)CC[C@]5(C)[C@H]4C(=O)C[C@]23C)C(C(=O)O)=C(C(=O)O)C1 (some centres undefined)	110	115	100	103	110	105	106	110
Cc1ccc(-c2c3c(nc4c2c(C)nn4-c2ccccc2)NC2(NC3)C(=O)N(C)c3ccccc32)cc1 (centres undefined)	74	107	79	75	105	84	83	95
COc1cc(C2C3=C(COC3=O)N(CCO)c3cc4c(cc32)OCO4)cc(OC)c1OC (centres undefined)	61	45	22	-42*	56	25	-20*	-2.9*
COc1ccc(C(C)=C(c2ccc(OCCN3CCCCCC3)cc2)c2ccc(OCCN3CCCCCC3)cc2)cc1	-65*	-89*	-65*	-92*	-87*	-65*	-89*	-84*
Cc1ccccc1Nc1ncnc2[nH]ncc12	102	117	102	.	134	115	105	98
CC(=O)c1c(C)c(C)c(C)c(C(C)=O)c1C	107	115	108	106	107	104	101	102
O=[N+]([O-])c1ccc(-c2nnc(SCc3ccc(O)c4ncccc34)o2)cc1	19	39	25	-6.1*	22	25	27	19
O=C(O)C1OC1(c1ccccc1Cl)c1ccccc1Cl (centres undefined)	104	113	99	103	133	106	114	112
N#CC1(C#N)C2=C(CCCC2)NC(c2c(F)cccc2Cl)C1(C#N)C#N (centres undefined)	75	66	41	64	75	38	50	18
CC(C)(C)c1cc(Br)c(O)c(Br)c1	97	106	105	102	115	124	103	99
Nc1ccc2c3c(cccc13)C(=O)OC2=O	97	.	83	104	99	103	103	115
CN(C)c1ccc2c(c1)Cc1cc(N=C3C=CC(=O)O3)ccc1-2	104	111	99	.	99	102	98	106
NC(=O)c1ccc(Cn2cc(CSc3nc4ccccc4s3)nn2)cc1	103	94	88	109	109	100	98	100
COc1ccc(-c2[nH]ncc2C2NC(=O)c3sc4nc(C)cc(C)c4c3N2)cc1 (centres undefined)	109	125	103	98	153	116	118	.
COc1ccc(-c2nc(N)ncc2-c2ccc(Cl)cc2)c(O)c1	107	107	91	113	100	109	105	96
O=c1cc(O)cc[nH]1	100	116	110	102	107	100	95	101
COc1ccc(C2=CC(c3ccc(Oc4ccnc5cc(Cl)ccc45)c(OC)c3)c3c(nc(SC)[nH]c3=O)N2)cc1 (centres undefined)	93	86	69	79	104	81	102	71
O=c1oc2cc(OS(=O)(=O)c3ccc(F)cc3)ccc2c2c1CCCCC2	62	86	65	33	84	72	69	78
CCc1ccc(Cc2cnc(N3C(=N)SCC3=O)s2)cc1	102	105	96	99	108	108	100	99
CCCCOC(OCCCC)C(C)N (centres undefined)	100	103	111	.	124	127	115	100
Nc1sc2c(c1-c1nnc(-c3ccc(Cl)cc3)o1)CCCC2	.	114	83	98	108	90	95	102
Cc1cc(CC(=O)O)n(C)c1C(=O)c1ccc(Cl)cc1	104	122	.	99	102	115	106	106
O=C(NCCc1ccccc1)c1ccc([N+](=O)[O-])cc1	.	110	98	102	109	121	110	105
Nc1ccccc1-n1nc2ccc3ccccc3c2n1	88	96	80	79	110	104	105	101
O=C(NNc1ccccc1)C(O)C(O)C(O)C(O)CO (centres undefined)	99	110	92	89	101	98	95	98
NNC(=O)c1ccnc(Cl)c1	93	110	98	102	114	101	104	103
Cc1cc(C)c(C[N+](C)(C)Cc2ccccc2)c(C)c1	.	99	106	105	102	92	99	90
COc1cc(-c2nc3ccc([N+](=O)[O-])cc3[nH]2)ccc1OCC(=O)N=Nc1c(O)[nH]c2ccccc12	102	102	108	90	94	86	106	103
CCOC(=O)CNC(=O)CCCCSc1ncnc2nc[nH]c12	81	110	95	93	.	98	100	110
CCCCC(CC)CN1CN(CC(CC)CCCC)CC(C)(N)C1 (centres undefined)	96&99	107&113	103	103&91	120&95	109&106	96&80	102&92
CC(CN1CCCCC1)SSC(C)CN1CCCCC1 (centres undefined)	99	100	104	100	80	114	95	103
[N-]=[N+]=NC(c1ccccc1)c1ccc(-c2ccccc2)cc1 (centres undefined)	.	106	99	99	106	101	99	96
Cc1cccc(Cc2cnc(NC(=O)CCc3ccc(C)o3)s2)c1	80	61	22	-12*	83	31	12	-23*
CCc1cccc(C(=O)O)c1N	109	95	103	103	97	91	102	108
CC(C)(CO)C(O)C(=O)NCCC(=O)NCCSSCCNC(=O)CCNC(=O)C(O)C(C)(C)CO (centres undefined)	103	99	101	99	110	109	98	106
CC(C)c1ccc(C(=O)OCCCl)cc1	95	92	110	100	90	.	94	96
Brc1cc(Br)cc(CN2CCOCC2)c1	103	109	103	.	101	.	105	102

Limited to SK-MEL-28, UACC-62 and MDA-MB-435 (five entries from above):
Structure	SK-MEL-28	UACC-62	MDA-MB-435
CCc1ccc(Cc2cnc(N3C(=N)SCC3=O)s2)cc1	105	96	99
CCCCOC(OCCCC)C(C)N (centres undefined)	103	111	100
Nc1sc2c(c1-c1nnc(-c3ccc(Cl)cc3)o1)CCCC2	114	83	102
Cc1cc(CC(=O)O)n(C)c1C(=O)c1ccc(Cl)cc1	122	.	106
O=C(NCCc1ccccc1)c1ccc([N+](=O)[O-])cc1	110	98	105

Next part
SMILES	UACC-257	SK-MEL-28	UACC-62	SK-MEL-5	MALME-3M	SK-MEL-2	M14	MDA-MB-435
CCC(/C=N\O)CC	98	114	107	106	100	95	102	111
CC(=O)N\C(N)=N/N=C\C(C)=N/N=C(\N)NC(C)=O	105	117	98	112	116	97	97	105
CCC(=O)OC1=C(C)SC2=NC(c3ccc(Cl)c(Cl)c3)=CC(c3cc(OC)c(OC)c(OC)c3)N21 (centres undefined)	.	104	88	99	104	107	106	103
COc1cccc(N2CCN(c3ncnc4cc[nH]c34)CC2)c1	47	81	59	-0.3*	75	65	58	43
COc1ccc(C2(SCCNCc3cc(N(C)C)ccn3)c3ccccc3C=Cc3ccccc32)cc1	41	30	38	-20*	-1.5*	-35*	-45*	-33*
Cc1c2c[n+](C)ccc2c(C)c2c1[nH]c1ccc(O)cc12	94	107	86	82	78	105	97	98
CCCCCCCCCCCCCCCCCCN(C)C	93	105	102	112	112	109	98	114
COc1cc(CNC(=O)C[C@H](C)CCC=C(C)C)ccc1OCc1cn(-c2ccccc2F)nn1	94	95	70	71	78	79	95	100
O=Cc1cc2ccccc2nc1Oc1ccc(C(F)(F)F)cc1	107	107	72	94	96	101	100	103
COc1ccc(/C=N/N=C2c3ccccc3-c3ccccc32)cc1O	103	99	106	86	134	102	97	90
O=C1C(Br)CCCCC1(c1ccccc1)c1ccccc1 (centres undefined)	97	98	79	99	110	86	95	92
CCOC(=O)Nc1ccc(NC(=O)OCC)cc1	101	101	93	98	101	92	109	94
C=C(C)[C@@H]1CC=C2c3sc(Cc4ccccc4)nc3C[C@@H](C)[C@]2(C)C1	101	105	81	96	98	97	97	.
COc1ccc(C(NC23CC4CC(CC(C4)C2)C3)c2nnnn2C(C)(C)C)cc1 (centres undefined)	100	99	90	96	97	103	95	100
CCOC(=O)N/C(=C1/OCCN1C)[P+](c1ccccc1)(c1ccccc1)c1ccccc1	28	61	51	83	71	80	91	52

Structural class, those above with a thiophene ring, fused or not.
SMILES	UACC-257	SK-MEL-28	UACC-62	SK-MEL-5	MALME-3M	SK-MEL-2	M14	MDA-MB-435
COc1ccc(-c2[nH]ncc2C2NC(=O)c3sc4nc(C)cc(C)c4c3N2)cc1 (centres undefined)	109	125	103	98	153	116	118	.
Nc1sc2c(c1-c1nnc(-c3ccc(Cl)cc3)o1)CCCC2	.	114	83	98	108	90	95	102

Source: PubChem BioAssay (NCI)
